UHRF1 binding = human UHRF1 methylated DNA binding inhibitors | Q96T88 | UHRF1 binding to methylated oligo, TR-FRET | inhibition, % at 4.4 µM | actives 0.75% (n = 370,000) | AID 687016; in the data active = inhibition above about 21%;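 note: UHRF1 SRA domain binding a hemimethylated CpG hairpin DNA probe; 0% = median of test compound wells and 100% = reference inhibitor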
PG9 binder = PG9 antibody binding by small molecule; TR-FRET gp120-PG9 antibody binding; inhibition, % at 6.7 µM; actives 0.43% (n = 360,000); in the data active = inhibition above about 8.5%
TCR CD3 inh = inhibitors of human TCR-CD3 interaction. TAMRA-labeled TCR probe fluorescence, biochemical. inhibition, % at 9.4 µM. actives 0.37% (n = 360,000). AID 651800; in the data active = inhibition above about 19%;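 note: recombinant mutant TCR 2C K166C tagged with TAMRA read by polarization; 0% = receptor in buffer alone and 100% = receptor with positive control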
TDP2 inh = blocks human TDP2 phosphodiesterase activity; O95551; recombinant TDP2, T5PNP hydrolysis, p-nitrophenol absorbance 415 nm; inhibition, % at 12.8 µM; actives 0.34% (n = 370,000); AID 720702;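 active = inhibition above the mean of all tested compounds plus 3 SD, set per campaign, cut at about 25% in these data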;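 note: 0% = DMSO with enzyme and 100% = buffer with substrate but no TDP2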
Target sequence (O95551 whole entry, looked up): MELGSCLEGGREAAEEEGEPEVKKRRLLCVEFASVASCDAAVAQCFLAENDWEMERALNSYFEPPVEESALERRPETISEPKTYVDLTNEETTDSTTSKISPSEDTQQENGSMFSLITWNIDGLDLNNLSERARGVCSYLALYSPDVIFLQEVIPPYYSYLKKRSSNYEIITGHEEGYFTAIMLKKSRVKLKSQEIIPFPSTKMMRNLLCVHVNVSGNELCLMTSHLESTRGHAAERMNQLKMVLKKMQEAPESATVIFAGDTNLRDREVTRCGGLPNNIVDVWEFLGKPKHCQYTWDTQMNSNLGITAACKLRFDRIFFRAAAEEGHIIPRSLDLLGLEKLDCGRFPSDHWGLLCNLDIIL
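Read-out basis: percent inhibition. System: recombinant human TDP2. Buffer or medium: Mg2+-containing Tris-HCl buffer, pH 7.5. Repeats: single replicate. Timing: reaction 2 h, 37 °C. Benchmarks: high control without enzyme, low control DMSO plus TDP2. Probe or stimulus: 5 mM T5PNP. Doses: 12.8 µM only. Measured by: epi absorbance of p-nitrophenol freed from T5PNP by hydrolysis.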
mABHD4 FP = inhibitors of mouse ABHD4; Q8VD66; purified mABHD4, FP-Rh probe fluorescence polarization; inhibition, % at 8.92 µM; actives 0.54% (n = 370,000);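 active = inhibition exceeding the mean over every tested compound plus 3 SD, cut at about 30% in these data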;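 note: 0% = plate median of compound wells and 100% = S159A mutant with DMSO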
Target sequence (Q8VD66 whole entry, looked up): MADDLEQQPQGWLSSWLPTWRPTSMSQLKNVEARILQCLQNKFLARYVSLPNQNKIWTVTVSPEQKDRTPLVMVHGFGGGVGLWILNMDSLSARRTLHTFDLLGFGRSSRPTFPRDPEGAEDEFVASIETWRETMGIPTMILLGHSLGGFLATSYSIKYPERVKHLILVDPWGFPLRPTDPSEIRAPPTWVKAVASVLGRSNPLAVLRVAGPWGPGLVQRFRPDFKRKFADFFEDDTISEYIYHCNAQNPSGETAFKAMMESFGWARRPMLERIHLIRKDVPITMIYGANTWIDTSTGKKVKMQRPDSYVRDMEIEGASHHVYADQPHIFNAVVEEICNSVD
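assay system = mABHD4 protein | compound dosing = single nominal dose of 8.92 µM, 0.89% DMSO final | read-out basis = percent inhibition of probe binding, normalized to plate controls | schedule = Enzyme–compound pre-incubation 45 min, then probe 60 min, both 25 °C | detection = fluorescence polarization, excitation 525 nm, emission 598 nm, BODIPY TMR filters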
Tn7 DDE FP = disrupts Tn7 cyclic peptide binding to fibrin D-Dimer-E complex; inhibition, % at 8.3 µM; P02675; actives 0.13% (n = 370,000); FP displacement of FITC-Tn7 peptide from fibrin DD(E); 0% = median of compound wells per plate;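 active = inhibition above the mean of compounds falling within the control limits plus 3 SD of them, cut at about 14% in these data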;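 note: 0% = plate median of compound wells and 100% = 10 µM Aha-Tn7 peptide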
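Also added: labelled Tn7 tracer, 0.1 µM; Assay system: human fibrin DD(E) protein; Amount: 2 µM fibrin DD(E); Schedule: 10 min compound pre-incubation, 3 h probe incubation at room temperature; Repeats: one replicate per compound; Read-out basis: percent inhibition; Measured by: fluorescence polarization of the labelled Tn7 tracer.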
HTRA1 inhibitor = inhibitors of human serine peptidase HTRA1; inhibition, % at 5.96 µM; recombinant HTRA1, FP-rhodamine activity-based probe, fluorescence polarization; actives 0.5% (n = 340,000); AID 504803; in the data active = inhibition above about 36%;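 note: 0% = enzyme with DMSO and 100% = wells lacking enzyme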
LEDGF integ inh = blocks HIV-1 LEDGF/p75-dependent DNA integration; actives 0.64% (n = 370,000); inhibition, % at 3.7 µM; TR-FRET IN-LEDGF/p75 DNA integration, Eu/Cy5;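 active = inhibition above the screen-wide mean plus 3 SD, cut at about 13% in these data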;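 note: signal is the Cy5 over europium emission ratio at 671 and 618 nm; 0% = plate median of compound wells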
SIAE primary = human SIAE inhibition, primary screen; Q9HAT2; SIAE FP-Rh probe binding, fluorescence polarization; inhibition, % at 9.66 µM; actives 0.69% (n = 370,000);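 active = inhibition above a cutoff: mean of compounds within the control limits plus 3 SD of those, cut at about 17% in these data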;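 note: 0% = plate median of compound wells and 100% = probe without SIAE protein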
PRMT1 inh = inhibitors of human PRMT1. Q99873. recombinant PRMT1, activity-based probe fluorescence polarization. inhibition, % at 2.79 µM. actives 1.3% (n = 370,000). AID 652257;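 active = inhibition above about 21% made by adding two undisclosed values, limit read from the data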
Target sequence (Q99873 whole entry, looked up): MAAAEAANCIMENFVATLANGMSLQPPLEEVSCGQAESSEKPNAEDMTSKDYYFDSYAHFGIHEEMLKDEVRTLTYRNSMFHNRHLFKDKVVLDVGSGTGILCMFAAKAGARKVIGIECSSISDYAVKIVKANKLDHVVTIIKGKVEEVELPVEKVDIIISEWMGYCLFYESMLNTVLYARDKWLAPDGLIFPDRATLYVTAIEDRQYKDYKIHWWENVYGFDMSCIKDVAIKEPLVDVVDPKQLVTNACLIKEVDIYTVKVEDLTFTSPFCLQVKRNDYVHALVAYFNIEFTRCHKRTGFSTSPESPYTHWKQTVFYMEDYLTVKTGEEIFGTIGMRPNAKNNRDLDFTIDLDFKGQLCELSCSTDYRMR
An asterisk follows results filed as active; . = not tested or not shown.

SMILES	UHRF1 binding	PG9 binder	TCR CD3 inh	TDP2 inh	mABHD4 FP	Tn7 DDE FP	HTRA1 inhibitor	LEDGF integ inh	SIAE primary	PRMT1 inh
Cc1[nH]c2ccccc2c1/C=N/NC(=O)CNC(=O)COc1ccccc1	4	-2.0	-1	-7	11	-5	-1	-10	3	3
NS(=O)(=O)c1ccc(Cl)c(S(N)(=O)=O)c1	-1	-1.0	2	6	2	3	-1	0	2	-3
Cc1cc(C)c2cc(C(=O)N(C)C3CCN(C)CC3)[nH]c2c1	0	-3.4	1	1	5	-6	5	2	-1	-3
Cc1cccc(NC(=O)Cn2nnc3ccccc32)c1	0	-3.6	4	7	-2	-5	-8	2	-2	-2
COc1ccc(Cl)cc1C(=O)NNC(=O)c1cccc(S(=O)(=O)N(C)C)c1	4	-0.8	5	-12	0	-1	4	0	-9	0
COc1cc2cc(-c3ccc(O)cc3O)nc(C)c2cc1OC	-5	-2.4	-6	-15	16	-2	15	4	-7	5
O=c1c2[nH]c3ccccc3c2ncn1Cc1cccnc1	0	1.9	4	-3	3	-2	2	1	2	-1
CCOC(=O)[C@@H]1[C@H]2COc3cc(OC)ccc3[C@H]2N2C(=O)N(c3ccc(OC)cc3)C(=O)[C@]12C	1	-1.5	5	-3	-3	5	-8	2	2	-2
O[C@H]1CN(CC2CCCCC2)[C@@H](c2ccc(Cl)cc2)C[C@@H]1n1cc(-c2ccc(F)cc2)nn1	3	-1.1	-4	-3	6	-1	-9	-5	-24	6
CC(c1ccncn1)N(C)C(=O)c1ccc2oc(Cc3ccccc3)nc2c1 (configuration not stated)	5	-1.6	-5	2	3	0	7	-4	3	0
CCOC(=O)Cc1cc(-c2ccc(OC)cc2)nc2ccc3ccccc3c12	0	-0.1	3	-3	-10	6	-59	2	-11	-2
CN1CCN(c2ccc(CNC[C@H]3O[C@@H](n4cnc5c(=O)[nH]c(N)nc54)[C@H](O)[C@@H]3O)c(S(C)(=O)=O)c2)CC1	-3	-0.3	0	10	5	-3	.	3	0	-1
COC(=O)CCC(=O)COc1ccccc1C#N	-3	-0.4	5	14	4	0	1	3	0	0
Cc1ccc(S(=O)(=O)/C(C#N)=C/c2c(N3CCOCC3)nc3ccccn3c2=O)cc1	0	-0.3	-1	5	5	-3	-14	0	0	-2
O=C(NCc1ccccn1)C(=O)NN=C1CCCCCCC1	-1	-3.6	0	-7	-3	-1	-1	4	-9	-5

Reprinted at random: 2 records from the list.
SMILES	UHRF1 binding	PG9 binder	TCR CD3 inh	TDP2 inh	mABHD4 FP	Tn7 DDE FP	HTRA1 inhibitor	LEDGF integ inh	SIAE primary	PRMT1 inh
Cc1cc(C)c2cc(C(=O)N(C)C3CCN(C)CC3)[nH]c2c1	0	-3.4	1	1	5	-6	5	2	-1	-3
COc1cc2cc(-c3ccc(O)cc3O)nc(C)c2cc1OC	-5	-2.4	-6	-15	16	-2	15	4	-7	5

Continued.
SMILES	UHRF1 binding	PG9 binder	TCR CD3 inh	TDP2 inh	mABHD4 FP	Tn7 DDE FP	HTRA1 inhibitor	LEDGF integ inh	SIAE primary	PRMT1 inh
C/C(Cl)=C/CN1C(=O)C2C3C=CC(C3)C2C1=O (configuration not stated)	-1	-0.3	5	3	-1	0	0	1	0	-6
O=C(Nc1cccc(S(=O)(=O)N2CCCC2)c1)c1cccc(S(=O)(=O)N2CCOCC2)c1	-2	-3.5	8	1	-1	-2	0	0	-7	2
C=CCNc1c2c(nc3nnnn13)CCCC2	4	-1.0	2	-11	-5	-6	4	0	0	-4
CC1CCCN(C(=O)c2ccc(-c3ccccc3Cl)o2)C1 (configuration not stated)	-2	1.7	-1	3	5	-1	-24	3	10	-2
Cc1ccc(S(=O)(=O)NCc2ccccc2)cc1C(=O)NCc1ccccn1	2	3.2	1	-6	2	-3	-2	-3	-5	2
O=C(c1ccc(CSc2ccccc2)cc1)N1CCCCCC1	2	-1.4	7	5	0	8	-3	7	2	-3
Cc1cc(C)n(/N=C/c2c[nH]c3ccccc23)c(=O)c1C#N	4	-0.7	-2	-6	-4	-7	1	6	-12	-1
O=S(=O)(c1ccccc1F)N1CCN(C(=S)NCc2ccccc2)CC1	1	-0.9	2	-3	1	-14	10	3	-4	1
COc1ccc(C(=O)N(CN2CCCC2=O)c2ccc(C)cc2)cc1	-3	-0.3	-2	7	-2	3	-2	1	-4	-3
CC[C@H](C)Cc1cn([C@@H](CCCCNC(=O)OC(C)(C)C)C(=O)NCCCCCCCCCCC(=O)N2CCN(C(=O)OC(C)(C)C)CC2)nn1	3	0.1	7	-3	1	-3	-21	-1	3	1
Cc1ccccc1-c1nn(-c2ccc(F)cc2F)cc1CNCC(C)O (configuration not stated)	0	1.0	11	7	-1	3	-3	-1	-3	0
CN(C)CCNc1ccc(Cl)cc1[N+](=O)[O-]	-25	-2.4	5	7	4	-4	-1	2	6	3
CC(C)c1cccc(-c2ccc3c(c2)S(=O)(=O)c2cccc(C(=O)O)c2C3=O)c1	3	1.3	7	-8	2	7	-5	1	-11	3
CCOC(=O)CC[C@@H]1CC[C@]2(CCCN(C(=O)c3ccco3)C2)O1	1	.	.	-2	-1	-1	.	-3	6	2
O=C1C(Cc2c[nH]c3ccccc23)NC(=S)N1C1CCCCC1 (configuration not stated)	3	-1.4	0	8	-5	-5	-1	-4	3	7
O=C(NCCCN1CCCC1=O)c1cccnc1	1	1.9	-7	12	4	-1	-1	-4	0	2
O=S(=O)(Nc1cccc(S(=O)(=O)N2CCCC2)c1)c1ccccc1F	2	-0.9	-3	-11	-6	-7	4	4	-2	-1
COc1ccccc1NC(=O)COC(=O)C12CC3CC(CC(Br)(C3)C1)C2	1	-1.9	1	-4	-15	-1	-26	3	-3	-7
COc1ccc(C)cc1S(=O)(=O)NCc1cccs1	1	-0.6	3	-6	0	-4	-5	-6	0	-6
N#Cc1cc(-c2ccccc2)cn(Cc2c(Cl)cccc2Cl)c1=O	5	-1.8	-3	-2	-4	-3	4	5	-1	-2
COc1cc(/C=N/NC(=O)c2ccc([N+](=O)[O-])cc2Cl)cc(Br)c1O	2	-3.3	5	-3	7	-3	0	-1	11	1
CC(C)(C)NC(=O)CN(C(=O)CNC(=O)c1cccs1)c1ccccc1F	-3	0.1	-4	2	0	2	8	-3	10	-3
Cc1ccc(-c2nc(Nc3cccc(O)c3)c3ccccc3n2)cc1	0	-3.0	-1	12	-55	-4	-106	-1	-30	2
O=C(c1ccco1)N1CCN(c2cccc(Cl)c2)CC1	-4	0.5	-5	0	-12	-3	-3	4	-2	-2
O=C(Cn1cnc2cc([N+](=O)[O-])ccc2c1=O)Nc1ccc2c(c1)OCO2	0	-1.8	-6	0	-1	-1	1	1	1	0
COc1ccc(Cl)cc1NC(=O)CN(C)C(=O)C12CC3CC(CC(Cl)(C3)C1)C2	0	-0.1	-9	6	-9	4	-26	-2	-3	4
Cc1cccc(C)c1OCC(=O)Nc1ccccc1C(F)(F)F	-4	-0.6	-2	2	-5	0	-3	1	4	-2
Cc1nn(C(=O)CCCn2cc([N+](=O)[O-])cn2)c(C)c1Cl	-1	-0.9	3	-6	-2	-4	2	2	-6	0
Cn1cc(/C=C(\NC(=O)c2ccccc2Cl)C(=O)NCCN2CCOCC2)c2ccccc21	-2	-2.9	-5	0	4	-5	2	-2	7	1
O=C(CCn1nnc2ccccc21)Nc1nnc(COc2ccc(F)cc2)s1	1	-0.5	7	3	1	-1	3	-2	4	-1
CC1CN(C(=O)C(C)N2C(=O)c3ccccc3C2=O)CC(C)O1 (configuration not stated)	-4	1.2	-1	8	6	2	4	-4	8	0
CN(C)CCNC(=O)CN1C(=O)CSc2ccc(S(=O)(=O)N3CCCCC3)cc21	0	-1.5	0	-6	2	-10	8	1	-3	-7
CCC(=O)N1CCc2cc(S(=O)(=O)CCC(=O)NCCc3ccc(S(N)(=O)=O)cc3)ccc21	3	-0.9	-8	-15	-2	-2	6	1	-3	0
O=C(Cc1ccccc1[N+](=O)[O-])OCC(=O)N1CCN(c2ccccc2)CC1	1	2.0	-1	6	0	8	4	-4	1	3
CCNC(=S)N/N=C(\C)c1ccco1	-1	0.8	2	5	0	5	-1	-1	15	0
COc1ccc(-n2nc(C(=O)NCC(=O)NCC3CCCO3)c3ccccc3c2=O)cc1 (configuration not stated)	-1	0.8	1	2	0	-4	3	-1	0	1
COc1ccc2c(c1)[C@@H](NC(=O)c1ccncc1)[C@@H]1Cc3ccccc3[C@H]21	-3	-1.1	0	-5	-8	-2	.	3	0	-1
Cc1[nH][nH]c(=O)c1C(c1ccc(-c2ccc(Cl)cc2)o1)c1c(C)[nH][nH]c1=O	-12	-0.1	13	30*	6	4	11	2	6	7
Nc1ccc(S(=O)(=O)Nc2nccc(/C=C/c3ccccc3F)n2)cc1	0	0.3	3	5	4	-4	.	0	-16	0
Cc1ccc(S(=O)(=O)N2CCN(C(=O)c3cc(C4CC4)nc4c3cnn4C(C)C)CC2)cc1	0	0.3	-2	-5	-4	4	-11	5	-3	-5
CN(Cc1ccccc1)S(=O)(=O)c1cccc(C(=O)OCc2cccc(C(F)(F)F)c2)c1	1	.	.	4	0	-2	.	3	-1	0
C[C@H](O)[C@@H]1C(=O)N2CCc3ccc(N4CCN(C)CC4)cc3[C@@H]2C[C@@H]1N(C)C(=O)c1cccnc1	-3	-0.9	1	4	0	2	1	0	13	-1
CC(Oc1ccc(Cl)cc1)C(=O)Nc1cccc(S(=O)(=O)N2CCOCC2)c1 (configuration not stated)	-2	-1.1	9	-2	-8	5	-11	3	-3	-1
COc1ccc(NC(=S)Nc2cccc(Cl)c2Cl)cc1OC	-4	-1.3	2	4	14	-4	6	3	5	3
CC(OC(=O)C1CCCCC1)C(=O)Nc1cccc([N+](=O)[O-])c1 (configuration not stated)	4	-0.5	-3	-18	8	-10	-5	-7	5	8
CCC(=O)Nc1ccc2c(c1)nc(CCN1CCN(c3ccccc3)CC1)n2C	1	-4.3	2	-11	-3	-5	0	3	8	-6
CCN(C(=O)COC(=O)c1cc(-c2ccc(C)o2)nc2ccccc12)C1CCS(=O)(=O)C1 (configuration not stated)	-2	0.7	-9	5	-1	-2	-7	-3	12	23*
c1ccc2c(c1)OCC(CNc1ncnc3nc[nH]c13)O2 (configuration not stated)	-2	2.4	4	-5	2	4	-3	-6	3	-2
Cc1ccccc1-c1nc(CS(=O)(=O)CC(=O)NCCCN2CCCC2=O)c(C)o1	-1	-0.7	3	5	4	0	3	0	-6	1

Part of the list above with just TCR CD3 inh.
SMILES	TCR CD3 inh
c1ccc2c(c1)OCC(CNc1ncnc3nc[nH]c13)O2 (configuration not stated)	4
CCC(=O)Nc1ccc2c(c1)nc(CCN1CCN(c3ccccc3)CC1)n2C	2
Cc1ccccc1-c1nc(CS(=O)(=O)CC(=O)NCCCN2CCCC2=O)c(C)o1	3
CCN(C(=O)COC(=O)c1cc(-c2ccc(C)o2)nc2ccccc12)C1CCS(=O)(=O)C1 (configuration not stated)	-9

Source: PubChem
